aGal spleen mod: qHTS Assay for Inhibitors and Activators of Human alpha-Galactosidase From Spleen Homogenate; human spleen homogenate, 4MU-alpha-Gal fluorescence, 40 min; Potency, µM (series often up to 80 µM), for inactives: at the highest dose activity change, negative = inhibition, most hits filed as inhibitors; 240,000 compounds, 0.008% hits; Alpha-galactosidase A (Homo sapiens), P06280;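 further: 0% = enzyme with vehicle and -100% = no enzyme basal signal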
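Human spleen homogenate (1 ug) as enzyme source, 4-methylumbelliferyl-alpha-D-galactopyranoside 1 mM final, citrate/phosphate pH 5.0 with 0.01% Tween-20. Compounds 40 min at 37C, NaOH/glycine stop; fluorescence Ex 365/Em 440, Hill-fit AC50.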
ALDH1A1 inh: qHTS Assay for Inhibitors of Aldehyde Dehydrogenase 1 (ALDH1A1) | Aldehyde dehydrogenase 1A1 (Homo sapiens), P00352 | Purified ALDH1A1, NADH fluorescence, propionaldehyde substrate | Potency, µM (top dose mostly 75.3 µM), for inactives: at the highest dose activity, negative = inhibition, actives largely listed as inhibitors | 220,000 compounds, 7.3% hits | AID 1030, 2008; active means well fitted inhibition curve with a large enough effect, not every such curve was filed as active; inconclusive means small, poorly fitted or top-dose-only effect, or another doubt; inactive means no such curve, though single readings can be large or run the other way;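 further: plate controls were no enzyme wells and a reference inhibitor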
Tau fluor counter: Counterscreen qHTS for Inhibitors of Tau Fibril Formation, Fluorescence Polarization. AID 1463, 2008. Potency, µM (series often up to 57.7 µM), inactives show top-dose activity change, negative = decrease. 280,000 compounds, 0.93% hits. tau K18 P301L Alexa594 fluorescence, heparin fibrillization; further: nearly all actives have a fitted effect of over 55% in size
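Human K18 P301L tau (15 uM unlabeled plus 0.24 uM Alexa 594-labeled, final) in 100 mM sodium acetate pH 7 was mixed with compound and 20 uM heparin and incubated 6 hr at 37 C.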
TR SRC2 fluor cs: Total Fluorescence Counterscreen for Inhibitors of the Interaction of Thyroid Hormone Receptor and Steroid Receptor Coregulator 2; TRb/SRC2 Texas Red total fluorescence interference; Potency, µM (titrated, usually from 106 µM), without a hit: at the highest dose fluorescence change, negative = quenching; 280,000 compounds, 0.29% hits; active means well fitted curve in either direction with a large enough effect; inconclusive means small, poorly fitted or top-dose-only effect
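Flags fluorescent or light-absorbing compounds by total fluorescence, S + 2P, at 555 nm excitation and 632 nm emission. Mixture: 20 nM Texas Red SRC2 peptide, 0.6 uM human TRb LBD, 1 uM T3, 5% DMSO; compound exposure 5 h at ambient temperature.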
L3MBTL1 inh: qHTS Assay for the Inhibitors of L3MBTL1; AlphaScreen L3MBTL1–H3K9me1 peptide binding; Potency, µM (titrated, usually from 57.1 µM), without a hit: top-dose activity, negative = inhibition, actives largely listed as inhibitors; 230,000 compounds, 0.66% hits; further: nearly all actives have a fitted effect of over 60% in size
Target sequence (Q9Y468 whole entry, looked up): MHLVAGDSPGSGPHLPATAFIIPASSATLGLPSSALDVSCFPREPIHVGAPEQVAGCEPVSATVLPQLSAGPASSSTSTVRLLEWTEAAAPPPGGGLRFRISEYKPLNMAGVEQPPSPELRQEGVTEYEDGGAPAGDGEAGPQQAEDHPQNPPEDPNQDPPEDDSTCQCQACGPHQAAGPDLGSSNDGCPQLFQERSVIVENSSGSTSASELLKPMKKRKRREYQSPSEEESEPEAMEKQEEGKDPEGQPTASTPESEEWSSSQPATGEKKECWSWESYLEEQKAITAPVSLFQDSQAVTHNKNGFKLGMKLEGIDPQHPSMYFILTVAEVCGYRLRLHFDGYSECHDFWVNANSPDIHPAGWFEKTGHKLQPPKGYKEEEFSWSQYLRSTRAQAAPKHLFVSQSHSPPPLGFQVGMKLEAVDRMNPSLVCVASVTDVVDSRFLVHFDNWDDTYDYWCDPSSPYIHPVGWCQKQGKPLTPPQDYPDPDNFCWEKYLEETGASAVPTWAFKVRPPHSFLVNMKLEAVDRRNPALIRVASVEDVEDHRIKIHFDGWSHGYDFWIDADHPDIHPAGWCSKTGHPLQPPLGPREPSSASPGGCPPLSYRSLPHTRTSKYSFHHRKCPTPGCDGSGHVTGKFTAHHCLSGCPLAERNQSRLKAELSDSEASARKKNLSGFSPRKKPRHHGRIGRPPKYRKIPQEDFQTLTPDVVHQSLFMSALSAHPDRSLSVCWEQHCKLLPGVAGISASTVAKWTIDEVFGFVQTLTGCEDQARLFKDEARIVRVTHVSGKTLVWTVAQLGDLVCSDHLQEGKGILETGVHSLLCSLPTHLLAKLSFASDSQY
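L3MBTL1 50 nM + b-AHA-H3(1-15)K9me1 75 nM, 30 min RT; compound added, 30 min RT; streptavidin donor/Ni-chelate acceptor beads 10 ug/mL each final, 30 min RT dark; AlphaScreen read.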
TRb-SRC2 inh: qHTS for Inhibitors of the Interaction of Thyroid Hormone Receptor and Steroid Receptor Coregulator 2; Thyroid hormone receptor beta (Homo sapiens), P10828; TRbeta-SRC2 peptide binding, fluorescence polarization; receptor liganded with 1 µM T3; Potency, µM (top dose mostly 106 µM), without a hit: at the highest dose activity change, negative = inhibition, actives largely listed as inhibitors; 280,000 compounds, 0.065% hits;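 further: plate controls were bound peptide for no effect and peptide without receptor for full effect; nearly all actives have a fitted effect of over 50% in size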
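Fluorescence polarization of 20 nM Texas Red SRC2 peptide (20-aa NR interaction domain) bound to 0.6 uM human TRb ligand-binding domain, with 1 uM T3, after 5 hr at ambient temperature; inhibition seen as decreased polarization.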
Tau fibril FP: qHTS for Inhibitors of Tau Fibril Formation, Fluorescence Polarization. AID 1468, 2008. 280,000 compounds, 0.39% hits. Potency, µM (titrated, usually from 57.7 µM), for the others: at the highest dose activity, negative = inhibition, hits mostly inhibitors. Microtubule-associated protein tau (Homo sapiens), P10636. K18 P301L tau heparin fibrillization, Alexa594 FP, 6 h; further: nearly all actives have a fitted effect of over 55% in size
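Human K18 P301L fragment (15 uM unlabeled plus 0.24 uM Alexa 594-labeled) in 100 mM sodium acetate pH 7 with compound, aggregation induced by 20 uM heparin for 6 hr at 37 C. ThT (30 uM) added for 1 hr, then Alexa 594 FP read.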
Tau fibril ThT: qHTS for Inhibitors of Tau Fibril Formation, Thioflavin T Binding. Potency, µM (doses to about 57.4 µM), for inactives: at the highest dose activity, negative = inhibition, most hits filed as inhibitors. Microtubule-associated protein tau (Homo sapiens), P10636. 270,000 compounds, 2.1% hits. recombinant tau K18 P301L (four-repeat tau fragment), heparin-induced fibrillization, ThT fluorescence; further: nearly all actives have a fitted effect of over 55% in size
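Recombinant human tau K18 fragment […] carrying P301L, 15 uM unlabeled plus 0.24 uM Alexa 594-labeled, was fibrillized with 20 uM heparin in 100 mM sodium acetate pH 7 for 6 hr at 37 C; 30 uM ThT fluorescence read after 1 hr.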
Active calls of the source: *; ? = inconclusive; · = no result given. Unless noted, the call rests on the fitted dose curve; in most records, active means well fitted curve in the direction sought with a large enough effect; inconclusive means small, poorly fitted or top-dose-only effect, or another doubt; inactive means no such curve, though single readings can be large; an effect the other way counts as inactive or inconclusive. Unless noted, on the % scale 0 is the no-effect control and ±100 the full control effect; potency means the concentration at half of the fitted maximal effect. This is a random part of the collection. About 8.5% of those tested had a hit in this group.

SMILES | aGal spleen mod | ALDH1A1 inh | Tau fluor counter | TR SRC2 fluor cs | L3MBTL1 inh | TRb-SRC2 inh | Tau fibril FP | Tau fibril ThT
O=C(Nc1cc(S(=O)(=O)N2CCOCC2)ccc1O)c1ccc2c(c1)S(=O)(=O)c1ccccc1C2=O | 0.9% | 1.12µM* | -28.6% | -4.4% | -2.9% | 2.5% | -2.7% | ?
COc1ccc(/C=C/C(=O)NCCN=C2NS(=O)(=O)c3ccccc32)cc1 | -5.4% | 17.8% | -5.7% | 0.6% | -9.3% | -6.5% | -2.7% | -16.3%
C/C(=N\NC(=S)NCCc1ccccc1)c1ccc(C#N)cc1 | 0.3% | -0.9% | -19.2% | 0.2% | · | -3.9% | -7.9% | -19.4%
O=C(CSc1nc2ccccc2nc1Cc1ccc(Cl)cc1)N1CCCCC1 | · | · | -15.7% | -2.2% | · | 1.3% | 4.9% | -11.3%
Cc1cccc2sc(N)nc12 | 2.5% | ? | · | 0.3% | · | 2.9% | · | ·
Cn1c(=O)c2c(nc(NCCOc3ccc(F)cc3)n2C)n(C)c1=O | 7.0% | -0.9% | -8.0% | 3.6% | 3.6% | 4.8% | -4.1% | -4.2%
CC(C)c1ccc(-n2c(-c3ccccc3)c[n+]3c2CCc2ccccc2-3)cc1 | -11.3% | ? | -2.0% | 1.2% | 4.5% | 1.5% | 8.0% | -6.6%
CC(C)(C)OC(=O)NCCc1nnc(S(=O)(=O)Cc2ccc(Cl)cc2Cl)o1 | ? | 2.82µM* | -5.1% | -3.4% | -3.4% | 2.2% | -18.4% | ?
CCOC(=O)c1c(N2C(=O)CC(Sc3ccccc3C(=O)O)C2=O)sc(C)c1C (stereo not given) | 0.1% | · | -5.2% | -1.3% | · | -2.4% | -9.8% | ·
Fc1ccc(CN2CCSCC2)cc1Br | 4.8% | -9.5% | 7.2% | -0.2% | 2.3% | 3.8% | 1.0% | -1.2%
CC1=C(C(=O)Nc2ccccc2C)C(c2ccco2)n2ncnc2N1 (stereo not given) | · | · | 8.1% | 1.3% | · | -4.3% | -4.2% | 4.2%
COc1ccc2c(c1OC)C(=O)N(c1cccc(C)c1)C2 | 2.7% | 9.3% | 0.6% | -3.4% | -6.6% | 6.0% | 1.4% | -16.0%
COc1cccc(CNC(=O)Cn2c(=O)ccc3cc(S(=O)(=O)N4CCC(C)CC4)ccc32)c1 | · | · | -20.8% | 1.9% | · | -8.1% | -16.2% | -0.9%
COc1cc(NC(=O)c2ccc3c(c2)OCO3)ccc1NC(=O)c1ccco1 | 1.1% | -12.5% | -11.2% | -1.9% | 7.2% | -17.3% | -14.3% | ?
CCOc1ccc(NC(=O)N(CC(C)C)CC(C)C)cc1 | -5.9% | 10.8% | -8.3% | -3.3% | · | -16.3% | -2.7% | -10.3%

An excerpt from above, showing only L3MBTL1 inh, Tau fibril ThT and ALDH1A1 inh:
| Structure | L3MBTL1 inh | Tau fibril ThT | ALDH1A1 inh |
| --- | --- | --- | --- |
| COc1ccc(/C=C/C(=O)NCCN=C2NS(=O)(=O)c3ccccc32)cc1 | -9.3% | -16.3% | 17.8% |
| C/C(=N\NC(=S)NCCc1ccccc1)c1ccc(C#N)cc1 | · | -19.4% | -0.9% |
| O=C(CSc1nc2ccccc2nc1Cc1ccc(Cl)cc1)N1CCCCC1 | · | -11.3% | · |
| Cc1cccc2sc(N)nc12 | · | · | ? |
| Cn1c(=O)c2c(nc(NCCOc3ccc(F)cc3)n2C)n(C)c1=O | 3.6% | -4.2% | -0.9% |
| CC(C)c1ccc(-n2c(-c3ccccc3)c[n+]3c2CCc2ccccc2-3)cc1 | 4.5% | -6.6% | ? |

In a second layout: two of the compounds above.
COc1ccc(/C=C/C(=O)NCCN=C2NS(=O)(=O)c3ccccc32)cc1
  aGal spleen mod: -5.4% | ALDH1A1 inh: 17.8% | Tau fluor counter: -5.7% | TR SRC2 fluor cs: 0.6% | L3MBTL1 inh: -9.3% | TRb-SRC2 inh: -6.5% | Tau fibril FP: -2.7% | Tau fibril ThT: -16.3%
C/C(=N\NC(=S)NCCc1ccccc1)c1ccc(C#N)cc1
  aGal spleen mod: 0.3% | ALDH1A1 inh: -0.9% | Tau fluor counter: -19.2% | TR SRC2 fluor cs: 0.2% | L3MBTL1 inh: · | TRb-SRC2 inh: -3.9% | Tau fibril FP: -7.9% | Tau fibril ThT: -19.4%

The list goes on:
SMILES | aGal spleen mod | ALDH1A1 inh | Tau fluor counter | TR SRC2 fluor cs | L3MBTL1 inh | TRb-SRC2 inh | Tau fibril FP | Tau fibril ThT
CCN1CCCC1Cn1cnc2c([nH]c3ccc(Cl)cc32)c1=O (stereo not given) | 1.2% | ? | -1.1% | -2.0% | -0.3% | -4.0% | -0.6% | -5.0%
COc1cccc(C(=O)CSc2nc3ccccc3n2CC(=O)N(C(C)C)C(C)C)c1 | -1.4% | -1.9% | 7.5% | -1.8% | 11.0% | -3.5% | 2.5% | 4.5%
CCOc1cc(S(=O)(=O)N2CC=C(c3ccc(F)cc3)CC2)c(OCC)cc1-n1cnnn1 | 28.2% | ? | -11.5% | 0.5% | -4.1% | -23.2% | 0.8% | -2.5%
COc1ccc(NC(=O)c2coc(=O)c3ccccc23)cc1OC | · | · | -18.1% | 8.8% | · | 7.8% | 5.5% | -8.3%
COc1ccc(C(=O)C2CCCN(Cc3cccc4c3OCO4)C2)cc1OC (stereo not given) | -3.0% | 7.5% | -7.6% | 0.4% | -11.2% | -5.4% | -3.5% | -7.0%
Cn1c(CNC(=O)C(C)(C)C)nc2ccccc21 | -1.7% | 10.9% | 9.1% | -4.2% | 0.0% | -1.1% | ? | 9.4%
CCOc1ccc(NC(=O)Cn2cc(C(=O)c3ccccc3)c(=O)c3cc4c(cc32)OCCO4)cc1 | · | · | -20.2% | 1.1% | · | -3.2% | -6.9% | ?
CCc1ccc(NS(=O)(=O)c2ccc3[nH]cc(C(=O)NCCc4ccccc4)c(=O)c3c2)cc1 | · | · | 1.3% | 1.3% | · | -4.2% | ? | 7.7%
CCCc1nc2oc3ccccc3c(=O)c2c(=O)n1CCCOC | -2.2% | ? | -3.6% | -0.5% | -11.3% | -0.2% | -3.3% | -1.2%
CNc1nc(CC(C)=O)ns1 | -1.8% | -3.2% | 0.4% | 0.4% | -10.2% | 13.0% | -5.2% | -3.7%

Source: PubChem
